Growth percent in the NCI-60 one-dose screen (48 h, 10 µM unless noted): 100 = growth as untreated, 0 = no growth, -100 = all killed.
NCI-H23 – NCI-H23 lung cancer | AID 1794731 | 4% of 80,000 active
NCI-H322M – NCI-H322M lung cancer; 2.7% of 80,000 active; AID 1794733
NCI-H226 – NCI-H226 lung cancer | 3.5% of 79,000 active | AID 1794732
NCI-H522 – NCI-H522 lung cancer | 8% of 78,000 active
HCT-116 – HCT-116 colon cancer. 7.3% of 82,000 active. AID 1794798
NCI-H460 – NCI-H460 lung cancer; AID 1794736; 6.8% of 82,000 active
COLO 205 – COLO 205 colon cancer. 7.3% of 79,000 active. AID 1794742
HCT-15 – HCT-15 colon cancer; 5.2% of 82,000 active; AID 1794746
NCI/ADR-RES – NCI/ADR-RES ovarian cells. 4.4% of 81,000 active
An asterisk follows results filed as active; . = no result given; & = joins results of further samples. The calls were made as follows: active = growth percent below 10; inactive = the rest. Not a hit list (roughly 13% active in at least one column).

SMILES	NCI-H23	NCI-H322M	NCI-H226	NCI-H522	HCT-116	NCI-H460	COLO 205	HCT-15	NCI/ADR-RES
COc1ccc(C(=O)c2cc3c(N)c(C(=O)Nc4cccc(OC)c4)sc3nc2C)cc1	33.8	58.7	68.0	-16.0*	11.1	7.1*	-3.2*	16.0	4.1*
COc1ccc(CN2CC(C#N)C(O)C2=O)cc1OC (stereo not given)	99.0	111.8	106.7	101.5	110.9	101.3	111.2	107.9	104.7
CCCCCCCCCC(=O)Oc1ccc(/C(=C(/C)Cc2cccc(OC)c2)c2ccc(OCCN(C)C)cc2)cc1	99.3	106.7	114.2	97.0	101.9	112.3	118.0	105.3	98.4
CC1(CNC(=O)C(=O)NCC2(C)CO2)CO1 (stereo not given)	93.3	99.4	89.7	97.5	93.6	62.5	112.9	97.8	93.0
O=C(CCCCCCN1CC(=O)N2[C@@H](c3ccc(Cl)cc3)c3[nH]c4ccccc4c3C[C@H]2C1=O)NO	71.3	70.3	90.2	38.2	38.6	67.6	75.3	101.3	93.0
Cc1ccc2[nH]c(=O)c([N+](=O)[O-])c(N=[N+]=[N-])c2c1	93.0	93.7	77.3	78.9	85.9	87.5	91.2	99.0	98.3
C[C@@H]1CN(c2c(F)c(F)c3c(=O)c(C(=O)O)cn(C4CC4)c3c2F)C[C@H](C)N1	102.6	102.4	97.9	117.2	105.9	119.5	117.0	97.8	101.4
COc1cc(NC(C)=O)c2ncccc2c1Br	104.6	103.5	120.2	103.8	114.0	116.6	114.4	106.2	102.7
O=C(N/N=C\c1ccccc1O)C1CC1	116.4	88.8	104.3	98.1	107.1	115.4	109.4	92.5	92.8
O=c1nc(-c2ccco2)sc(=O)[nH]1	109.0	105.1	90.6	113.7	109.9	121.0	125.8	111.4	107.5
C/C(=N\Nc1ccc([N+](=O)[O-])cc1[N+](=O)[O-])c1ccc[nH]1	103.1	97.9	105.4	95.1	100.0	109.6	120.7	95.6	107.7
COc1ccc(/C=C2/N=C3N(N=C(CCl)N3c3ccccc3)C2=O)cc1	97.8	104.8	109.5	105.6	110.7	106.6	108.8	111.8	104.1
COc1ccccc1S(=O)(=O)Nc1ccc2c3c(cc(-c4cnn(C)c4)nc13)C(=O)N2C	46.6	47.4	61.9	36.0	28.2	46.9	15.8	27.6	35.9
O=C(c1ccc(Br)cc1)C1C(c2ccc(Br)cc2)C2CCCN2C12C(=O)Nc1ccccc12 (stereo not given)	73.6	94.0	78.7	64.0	43.6	66.6	62.7	61.3	58.1
COc1ccc(C(=O)NC(=O)Nc2ccc3c(c2)NC(=O)/C3=C\c2[nH]c(C)c(C(=O)O)c2C)cc1	18.1	94.2	83.9	7.5*	48.1	100.2	88.1	93.5	99.1
C=C(C)[C@@H]1CC[C@]2(N=C=O)CC[C@]3(C)[C@H](CC[C@@H]4[C@@]5(C)Cc6c([nH]c7ccccc67)C(C)(C)[C@@H]5CC[C@]43C)[C@@H]12	98.0	88.4	90.5	53.4	11.6	39.5	65.6	47.0	83.5
O=C(Cc1ccccc1)NCO	99.5	111.2	96.2	98.5	106.3	111.8	106.8	103.1	105.4
C(=C/c1cnnc2ccccc12)/c1ccccc1	92.6	89.5	94.0	76.1	87.8	97.0	76.2	93.7	88.3
O=C(/C=C/C=C/c1ccc2c(c1)OCO2)N1CCCCC1	101.9&95.6	113.0&100.6	95.0&104.4	81.1&115.3	98.1&103.2	112.6&109.2	106.4&113.7	95.3&101.3	105.6&98.0
CCOc1ccc2ccccc2c1-c1nc2sc3c(c2c(=O)[nH]1)CCCC3	91.0	97.2	99.2	78.1	103.4	101.2	111.4	85.6	80.9
Cc1nc(Nc2ccc(OCCCBr)cc2)c2cnn(-c3ccccc3)c2n1	90.7	.	81.1	81.6	67.1	95.1	106.3	99.2	92.1
Cc1cc(C)c(CCCC(=O)c2c(C)cc(C)cc2C)c(C)c1	104.9	101.1	96.7	112.1	98.8	102.2	104.4	95.4	109.3
CCC(CCC(C)C1CCC2C3CC=C4CC(O)CCC4(C)C3CCC12C)C(C)C (stereo not given) (tested in a mixture with another compound)	111.9	145.4	101.3	115.8	79.0	96.6	106.6	95.6	59.6
O=C(CSc1ccc(-c2ccc(Br)cc2)nn1)Nc1nc2ccccc2[nH]1	100.8	93.3	91.3	109.3	98.4	93.8	125.4	96.5	94.2
COc1cc(C(=O)C[n+]2cccc3ccccc32)cc(OC)c1OC	100.8	99.3	93.7	95.1	103.8	103.5	104.2	99.2	102.1
Following part:
SMILES	NCI-H23	NCI-H322M	NCI-H226	NCI-H522	HCT-116	NCI-H460	COLO 205	HCT-15	NCI/ADR-RES
O[C@H](c1cc(C(F)(F)F)nc2c(C(F)(F)F)cccc12)[C@@H]1CCCCN1	77.8&79.2	52.0&68.6	58.9&93.5	22.8&58.4	45.2&44.1	23.6&27.7	60.5&62.3	82.5&70.8	56.1&65.7
O=C1CCCc2cc(OCCCC(=O)N3CCCCC3)ccc2N1	103.0	119.9	101.1	110.7	103.8	113.7	116.9	103.4	101.9
COC(=O)c1c(C(=O)OC)c2n(CC(=O)Nc3cccc4cccnc34)c3ccccc3n2c1C(=O)c1ccc(OC)cc1	98.0	97.0	101.0	79.8	93.7	100.1	123.8	108.9	97.7
C=C(CN1CCc2c([nH]c3ccccc23)C1)c1ccc(C(=O)Nc2noc3ccccc23)cc1	79.3	128.7	96.5	70.9	84.3	104.4	123.8	78.1	46.1
N#Cc1ccc(Nc2nn3c(SCC(=O)c4ccccc4)nnc3s2)cc1	92.5	89.9	98.9	86.1	96.3	110.3	109.4	100.4	111.9
Cc1ccc(N=Nc2c(N)nn3cc(-c4nc5ccccc5s4)c(N)nc23)cc1	98.5	98.5	89.8	99.0	98.4	104.6	102.0	103.1	100.1
C=C1C[C@@H]2NC(=O)C(=O)N(C(c3ccccc3)c3ccccc3)[C@H]2[C@]1(C#N)CC	95.2	87.1	103.7	86.8	95.6	110.5	116.5	96.2	106.7
OC1c2ccccc2Oc2ccccc21	98.2	120.6	94.5	41.1	91.8	103.5	.	91.2	94.0
CS(=O)(=O)c1ccc(-c2nc3cc(Cl)ccc3n2CC(=O)O)cc1	97.5	87.9	83.8	88.4	97.2	99.9	.	99.9	98.7
Cc1cnc(SCc2ccccc2)[nH]c1=O	102.7	99.1	101.8	89.7	114.1	112.8	121.7	109.6	103.9
SCc1nc2ccccc2[nH]1	98.5	101.6	98.5	119.4	85.9	101.2	116.3	107.9	100.8
c1ccc2c(c1)CCCC2C1=NCCN1 (stereo not given)	103.4	99.7	96.8	98.8	95.6	115.4	105.0	108.6	107.2
O=C(Nc1ccc2ncnc(Nc3ccc(S(=O)(=O)Nc4ccccn4)cc3)c2c1)c1cccs1	99.3	89.8	89.0	96.4	101.1	105.2	101.7	92.1	107.5
c1ccc2c[n+](C[n+]3ccc4ccccc4c3)ccc2c1	102.7	101.0	95.0	.	95.3	103.3	106.8	95.9	103.1
Nc1ccccc1NC(=O)c1ccc(CSc2nc(N3CCOCC3)c3cccn3n2)cc1	22.5	22.0	6.5*	-50.3*	6.8*	15.3	-29.0*	20.1	3.6*
O=C(Nc1ccc2c(O)cc(S(=O)(=O)O)cc2c1)c1ccc([N+](=O)[O-])cc1	100.0	.	96.2	84.7	94.1	107.3	91.8	99.3	100.2
Clc1ccc(CN2COc3c(ccc4cccnc34)C2)cc1Cl	13.5	12.3	-11.5*	-56.7*	-39.1*	-26.2*	12.0	16.3	-19.0*
Cc1ccc(S(=O)(=O)NC(=O)N2CCCC2)cc1	101.8	96.9	99.1	92.7	96.5	108.2	117.5	96.5	100.7
COc1ccc(-n2c(SCc3cc(OC)c(OC)c(OC)c3)nc3ccc(Cl)cc3c2=O)c(OC)c1	100.1	137.6	107.3	95.7	115.5	105.6	109.0	96.1	106.1
COc1ccc2sc(NCN3N=C(C)CC3=O)nc2c1	103.6	94.7	91.2	85.1	100.6	103.4	122.0	102.1	108.9
COc1cc(/C=N/Nc2nc(-c3cc(O)c(C)c(C)c3O)cs2)ccc1O	89.9	109.2	115.9	91.4	109.0	107.5	116.5	109.8	108.0
CCN(CC)CCC(O)c1ccc(Cl)c2ccccc12 (stereo not given)	99.4	110.1	103.9	103.9	103.5	84.2	114.3	102.5	101.2
COc1cc2nc(Cl)nc(Nc3cccc(C(=O)/C=C/c4ccc5c(c4)OCO5)c3)c2cc1OC	100.5	104.4	96.5	90.4	85.1	113.5	113.6	77.9	96.1
COc1cc2c3c(c(=O)oc2cc1OS(=O)(=O)c1ccc(C(F)(F)F)cc1)CCCCC3	76.8	84.9	77.8	71.6	66.6	89.9	93.1	79.2	76.3
Cc1ccccc1NC(=O)N/C(N)=N/c1nc(C)c(C)s1	42.7	46.2	60.0	16.3	21.7	10.5	10.1	26.4	9.0*

A draw from above in order of SMILES length, ascending:
SMILES	NCI-H23	NCI-H322M	NCI-H226	NCI-H522	HCT-116	NCI-H460	COLO 205	HCT-15	NCI/ADR-RES
SCc1nc2ccccc2[nH]1	98.5	101.6	98.5	119.4	85.9	101.2	116.3	107.9	100.8
Cc1ccc(S(=O)(=O)NC(=O)N2CCCC2)cc1	101.8	96.9	99.1	92.7	96.5	108.2	117.5	96.5	100.7
N#Cc1ccc(Nc2nn3c(SCC(=O)c4ccccc4)nnc3s2)cc1	92.5	89.9	98.9	86.1	96.3	110.3	109.4	100.4	111.9
CS(=O)(=O)c1ccc(-c2nc3cc(Cl)ccc3n2CC(=O)O)cc1	97.5	87.9	83.8	88.4	97.2	99.9	.	99.9	98.7
COc1cc(/C=N/Nc2nc(-c3cc(O)c(C)c(C)c3O)cs2)ccc1O	89.9	109.2	115.9	91.4	109.0	107.5	116.5	109.8	108.0
O=C(Nc1ccc2ncnc(Nc3ccc(S(=O)(=O)Nc4ccccn4)cc3)c2c1)c1cccs1	99.3	89.8	89.0	96.4	101.1	105.2	101.7	92.1	107.5
COc1cc2nc(Cl)nc(Nc3cccc(C(=O)/C=C/c4ccc5c(c4)OCO5)c3)c2cc1OC	100.5	104.4	96.5	90.4	85.1	113.5	113.6	77.9	96.1
C=C1C[C@@H]2NC(=O)C(=O)N(C(c3ccccc3)c3ccccc3)[C@H]2[C@]1(C#N)CC	95.2	87.1	103.7	86.8	95.6	110.5	116.5	96.2	106.7

More compounds follow:
SMILES	NCI-H23	NCI-H322M	NCI-H226	NCI-H522	HCT-116	NCI-H460	COLO 205	HCT-15	NCI/ADR-RES
CN(c1nc(CC(=O)N2CC[C@H](C(C)(C)O)C2)nc2sc3c(c12)CCCC3)C1CC1	104.8	94.5	99.5	75.4	78.7	104.9	.	99.6	107.9
O=C(/C=C/C12c3ccccc3C(c3ccccc31)C1C(=O)NC(=O)C12)c1ccc(I)cc1 (stereo not given)	59.3	65.1	88.8	55.0	35.8	44.8	78.8	39.7	50.9
CSc1nncc(=O)[nH]1	109.9&100.6	98.8&92.1	90.9&100.7	119.4&92.9	105.3&99.6	114.7&105.8	112.9&114.3	105.2&111.7	111.8&106.0
Cc1ccccc1-c1cc2ccccc2c(=O)o1	96.8	.	81.7	74.9	85.8	112.1	111.3	103.0	107.6
CC1(c2ccc(N)cc2)N=C(N)Nc2nc3ccccc3n21 (stereo not given)	94.6	107.0	91.2	70.4	97.5	105.3	92.6	101.5	104.2
Cc1ccc(-c2nc(SCC(=O)c3ccc(F)cc3)[nH]c(=O)c2C#N)cc1	98.0	94.2	101.4	83.3	97.7	113.2	103.9	109.0	98.7
O=C1OC(c2ccccc2)=N/C1=C\c1ccccc1Cl	93.6&105.3	91.3&122.4	100.3&106.9	94.2&99.3	100.2&97.2	101.9&105.2	117.3&102.3	102.4&99.2	97.6&107.6
N#Cc1c(-c2ccc(Cl)cc2)nc2n[nH]c(-c3ccc(Cl)cc3)c2c1-c1cccs1	62.7	76.8	54.1	54.4	35.4	51.1	53.2	41.9	61.1
C=C(c1cc(F)c(C(=O)O)c(F)c1)c1cc2c(cc1C)C(C)(C)CCC2(C)C	86.6	98.8	82.1	87.3	90.2	87.6	125.3	95.9	91.9
Cc1nn(-c2nc(-c3ccc(C(F)(F)F)cc3)c(SC(C)C)s2)c(C(=O)O)c1-c1cccc(F)c1	64.1	63.6	52.4	48.2	25.9	53.6	27.1	33.6	35.4
OCC1OC(n2cnc3c(NCc4ccco4)ncnc32)C(O)C1O (stereo not given)	18.0	.	51.8	23.8	1.8*	23.1	19.6	6.1*	12.7
Cc1cccc(NC(=O)c2ccccc2C)c1	91.9	105.5	108.9	97.6	102.3	111.4	109.1	89.6	105.2
Cc1ccccc1/C=C1/SC(=O)N(CC(=O)N2CCN(c3cc4c(cc3F)c(=O)c(C(=O)O)cn4C3CC3)CC2)C1=O	95.8	98.0	.	85.1	104.0	103.2	108.1	103.5	102.5
N=C1c2nc3n(c2C(=O)c2nc4n(c21)CCCC4)CCCC3	-70.4*	27.7	57.1	10.5	65.8	4.6*	-88.6*	6.2*	85.7
COc1ccc(C2=Nn3c(NN)nnc3SC2)cc1	95.9	95.2	.	75.5	111.6	112.1	108.0	114.2	101.5
O=C1CN(Cc2ccc3c(c2)OCO3)NO1	104.4&109.2	97.3&94.3	110.0&106.4	133.8&93.8	112.0&109.2	100.0&110.4	107.5&123.2	104.2&93.4	109.6&108.3
Nc1ccccc1NC(=O)c1ccc(CCCC(=O)Nc2ccc(C3CC3N)cc2)cc1 (stereo not given)	37.2	.	27.5	-34.4*	8.7*	40.4	-5.7*	87.4	98.6
COC(=O)[C@]12CCC(C)(C)C[C@H]1C1=CC[C@@H]3[C@@]4(C)C/C(=C/c5cccnc5)[C@H](O)C(C)(C)[C@@H]4CC[C@@]3(C)[C@]1(C)CC2	90.4	111.1	81.9	89.4	65.8	102.9	108.2	90.7	102.6
